# NR2E3 ag-1 = human photoreceptor-specific nuclear receptor agonism; Q9Y5X4; CHO-S Gal4-NCOR/VP16-NR2E3 two-hybrid, luciferase; inhibition of corepressor binding, % at 3.98 µM; 0.35% of 360,000 active; AID 602229;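 active means inhibition above the mean of all tested compounds plus 3 SD, cut at about 70% in these data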;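 further: 0% = DMSO with NR2E3 transfected cells and 100% = cells lacking NR2E3 construct; higher means lower luciferase signal from less NR2E3 corepressor binding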
# Target sequence (Q9Y5X4 whole entry, looked up, the tested form may be a part): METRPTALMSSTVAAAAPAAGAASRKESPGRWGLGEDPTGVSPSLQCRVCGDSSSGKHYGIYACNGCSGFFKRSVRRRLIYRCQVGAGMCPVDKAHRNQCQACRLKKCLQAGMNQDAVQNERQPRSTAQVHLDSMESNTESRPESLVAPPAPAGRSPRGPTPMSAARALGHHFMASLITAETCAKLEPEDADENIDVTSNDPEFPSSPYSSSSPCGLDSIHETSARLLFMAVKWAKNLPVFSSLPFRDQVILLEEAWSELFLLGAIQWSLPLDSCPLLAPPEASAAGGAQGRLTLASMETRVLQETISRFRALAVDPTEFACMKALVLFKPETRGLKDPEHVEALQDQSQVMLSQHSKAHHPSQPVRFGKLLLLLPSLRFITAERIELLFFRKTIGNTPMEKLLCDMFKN
# Shn3 inh set2 = reduces Shn3 3'UTR luciferase signal in osteoblasts | Clone20 osteoblast Shn3 3'UTR firefly luciferase, 24 h | 0.52% of 360,000 active | inhibition, % at 12.5 µM;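 active means mean inhibition of at least 75% with every replicate also reaching 75%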;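 further: 0% = median of neutral control wells and 100% = pilot-screen positive control compound; some compounds past the cut are filed as inactive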
# H9c2 protect = myocardial damage modulation in H9c2 cells | H9c2 cardiomyocytes, H2O2 injury protection, ATPLite, 2 h | protection from H2O2 cell death, % at 20 µM | 0.63% of 360,000 active;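 active means compounds giving at least 50% protection of heart cells from peroxide-induced death in the single-dose screen, raw or plate-pattern-corrected value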;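 further: 0% = DMSO wells with peroxide and 100% = DMSO wells without peroxide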
# Peg3 prom inh = inhibitors of Peg3 promoter; inhibition, % at 20 µM; 1.7% of 360,000 active; HeLa PEG-Prom luciferase reporter, luminescence, overnight; AID 588405;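 active means inhibition of at least 50% at 20 µM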
# PDI turbidity = blocks human protein disulfide isomerase activity. inhibition, % at 10 µM. P07237. 0.052% of 350,000 active. PDI insulin aggregation turbidity, A650, 90 min;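 active means mean inhibition across replicates of 30% or more, whatever share of single replicates reach that level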;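 further: absorbance from insulin aggregation driven by PDI reduction with DTT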
# Target sequence (P07237 whole entry, looked up): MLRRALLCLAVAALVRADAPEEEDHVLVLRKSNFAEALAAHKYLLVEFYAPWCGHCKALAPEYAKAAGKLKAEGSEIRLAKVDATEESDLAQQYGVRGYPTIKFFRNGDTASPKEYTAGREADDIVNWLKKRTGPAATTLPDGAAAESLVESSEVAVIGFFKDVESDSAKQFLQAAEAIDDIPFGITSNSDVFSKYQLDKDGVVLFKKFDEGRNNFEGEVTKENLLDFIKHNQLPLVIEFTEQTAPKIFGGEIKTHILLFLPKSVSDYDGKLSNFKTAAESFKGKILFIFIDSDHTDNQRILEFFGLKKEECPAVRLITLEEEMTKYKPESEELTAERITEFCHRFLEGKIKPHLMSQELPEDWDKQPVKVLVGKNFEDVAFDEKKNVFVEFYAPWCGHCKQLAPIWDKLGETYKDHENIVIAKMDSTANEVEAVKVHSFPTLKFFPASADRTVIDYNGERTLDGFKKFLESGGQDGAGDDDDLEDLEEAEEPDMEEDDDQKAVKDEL
# m5-HT2A agonist = agonists of mouse serotonin 5-HT2A receptor (HTR2A); CHO-K1 mHTR2A beta-arrestin complementation, luminescence; percent of 30 µM serotonin response; activation, % at 7.6 µM; 0.66% of 360,000 active; AID 624169;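 active means activation above a run cutoff, the mean activation of all tested compounds plus 3 SD, cut at about 14% in these data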;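 further: 0% = plate median of compound wells and 100% = 30 µM serotonin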
# iPSC survival up = enhancers of human iPSC single-cell survival | hiPSC single-cell survival, ATPlite luminescence; 100% = ROCK inhibitor wells, 0% = DMSO | 0.044% of 360,000 active | survival enhancement, % at 20 µM; in the data active means survival enhancement above about 18%;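 further: cells exposed to compounds for 16 hours before the ATP read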
# MITF TRPM1 inh = inhibitors of MITF-driven TRPM1 promoter in melanoma cells; SK-MEL-5 TRPM1 promoter luciferase, 24 h; inhibition, % at 12.5 µM; 0.83% of 330,000 active;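 active means mean inhibition across replicates of 60% or more, whatever share of single replicates reaches that level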; further: values of inactives mirror those of a sister screen read the other way
# CaV13 ICDI inh = Primary screen for inhibitors of IQ motif and Ca2+-dependent inactivation inhibitor domain binding in CACNA1D, Förster resonance energy transfer in living cells, … | HEK cells, CFP/YFP FRET ICDI-IQ, plate reader, 10 min; percent FRET-ratio fall versus neutral wells | inhibition, % at 12.3 µM | 0.098% of 340,000 active;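 active means mean replicate inhibition of at least 30% and at least 1% of replicates passing that level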;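 further: 0% = median of the neutral control wells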
# NR2E3 ag-2 = NR2E3 (human) agonism; Q9Y5X4; GST-NR2E3/biotin-RetCOR TR-FRET, 1536-well; inhibition of corepressor binding, % at 4.78 µM; 0.12% of 320,000 active; AID 2300;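 active means percent inhibition above the cutoff of mean plus 3 SD of all tested compounds, set per screening campaign, cut at about 20% in these data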;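 further: 0% = DMSO wells and 100% = biotin wells as full block of FRET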
#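 Material: NR2E3–RetCOR corepressor complex / Amount: 1.35 nM GST-NR2E3 / Medium: Tris pH 7.5 / Compound: single nominal compound dose of 4.8 µM / Incubation: 5 h at 4 °C / Technique: TR-FRET, Eu(K)-anti-GST donor, streptavidin-D2 acceptor, ex 340, em 617/671 nm / Read-out basis: percent loss of FRET ratio relative to control wells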
# HIF-2a inh = inhibitors of HIF-2a | inhibition, % at 18.8 µM | 786-0 RCC cells HIF-2a reporter, luciferase luminescence, overnight | 0.72% of 360,000 active | AID 624352;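 active means inhibition of the luminescence signal of 40% or more relative to plate controls, in a single-dose primary screen at 18.75 µM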
# * hit, by the source's call; . = no result given.
SMILES,NR2E3 ag-1,Shn3 inh set2,H9c2 protect,Peg3 prom inh,PDI turbidity,m5-HT2A agonist,iPSC survival up,MITF TRPM1 inh,CaV13 ICDI inh,NR2E3 ag-2,HIF-2a inh
Cc1nn(Cc2ccccc2Cl)c(C)c1C(=O)NCC(c1cccs1)N1CCOCC1 (configuration not stated),-1,8,2,8,10,-3,0.4,-11,-7,-1,1
O=C(Nc1ccccn1)C1CCN(S(=O)(=O)c2cccs2)CC1,20,-3,-2,11,3,-4,1.5,-3,-8,-1,10
Cc1noc(C)c1C(=O)Nc1ccc(-c2nnc3n2CCCCC3)cc1,-11,13,6,-9,5,-9,-0.5,.,-2,5,7
Cc1cc(N2CCOCC2)nc2ccc(NC(=O)CCC(=O)N3CCN(c4ccccc4)CC3)cc12,-18,-33,8,-146,11,-1,-0.6,-85,-3,-2,-113
COc1ccc(N2CCN(C(=O)CSc3nc4cc(OC)c(OC)cc4cc3C#N)CC2)cc1,-27,8,12,26,-17,0,2.0,-5,-4,0,13
O=C(NCc1ccc(F)cc1)C(=O)NCC1OCCN1S(=O)(=O)c1cc(F)ccc1F (configuration not stated),10,10,-2,6,-3,7,0.9,.,-13,.,1
C[C@H]1CN([C@@H](C)CO)C(=O)c2cc(Br)cnc2O[C@@H]1CN(C)S(=O)(=O)c1ccccc1,-6,-3,-9,28,1,13,-1.6,.,-6,.,-9
O=C(c1cc2ccccc2oc1=O)N(Cc1cccc(Br)c1)C1CCS(=O)(=O)C1 (configuration not stated),6,-1,13,-32,-3,0,-0.5,-8,-20,-4,-5
COc1ccccc1OCC(=O)NC1CCCCCCC1,-3,-51,-6,-54,1,-1,1.4,-9,-6,.,-85
Cc1ccc([C@H]2C[C@H](O)[C@@H](n3cc(C4CC4)nn3)CN2C(=O)c2cccs2)cc1,-9,7,-14,-6,2,4,-0.5,.,-6,.,3
O=C(NCCc1ccccc1)c1ccccc1NC(=O)C1CCCO1 (configuration not stated),-76,-50,2,-130,7,1,-4.5,-12,-1,0,-119
O=C(CCN1CCN(c2ccccc2)CC1)Nc1ccc(Cl)cc1,-2,10,-8,8,-1,2,2.6,-1,-4,-1,18
O=C1CSc2ccc(C(=O)N3CCCCC3)cc2N1,-37,6,-3,7,-1,-2,1.9,.,1,.,6
COC(=O)[C@]1(Cc2ccccc2)N[C@H](CN(C)C(=O)Nc2ccc(OC)cc2)[C@@H]2C(=O)N(Cc3ccccc3)C(=O)[C@@H]21,-21,40,19,10,4,1,0.1,-5,-6,.,-36
OC(COCCOc1ccc(Br)cc1)CN1CCCCC1 (configuration not stated),-11,17,-6,8,-1,-4,1.4,9,-3,4,18
O=[N+]([O-])c1ccc(-c2cn3ccccc3n2)cc1,-139,-117,-8,-377,-5,-1,-0.6,.,-2,-3,-247
CC(C)CC(COCc1ccc(C(F)(F)F)cc1)N1CCN(C(=O)c2ccc(C(F)(F)F)cc2)CCC1=O (configuration not stated),-25,20,-10,0,-3,-2,-3.1,-3,-5,3,6
CCc1ccc(OC(=O)c2ccn(CC)n2)cc1,11,-17,-12,1,-3,6,2.7,-4,-3,2,-32
Cc1cccc(-n2c(SCC(=O)NC3CCCC3)nnc2-c2ccoc2C)c1,0,11,0,7,1,-4,0.4,5,-4,4,16
COc1ccc(N(CC(=O)N2CCN(c3ccccc3)CC2)S(=O)(=O)c2ccccc2)cc1,6,-19,-1,13,-12,-3,5.5,.,0,.,1
Cc1nn(CC(=O)N(C)C2CCC(C)CC2)c(C)c1S(=O)(=O)N(C)C (configuration not stated),-38,15,5,12,6,5,-0.3,3,-3,5,4
Cc1ccc2c(c1)C(O)(CC(=O)/C=C/C=C/c1ccccc1)C(=O)N2 (configuration not stated),-19,-45,2,-1,-8,-10,1.2,5,-21,-3,-5
O=C(COc1cccnc1[N+](=O)[O-])NCCc1ccc(F)cc1,-3,13,6,13,4,3,-0.1,-1,-5,-1,6
CCOc1ccc(NS(=O)(=O)c2csc(C(N)=O)c2)cc1,-6,22,-10,6,-17,-7,-0.5,-15,-1,2,11
CCOc1ccc(N=C2SC(C(=O)O)CC(=O)N2C)cc1 (configuration not stated),-3,-9,-1,10,-5,3,-0.7,4,-6,-1,24
CC1(c2nnc(Cc3ccccc3)o2)CC(c2ccccc2F)=NO1 (configuration not stated),15,-22,-7,7,3,2,2.5,12,-11,1,5
Cc1nn(C(=O)c2ccco2)c(C)c1Sc1ccccc1,30,35,-9,12,6,1,10,-7,.,2,-3
O=C(Cc1ccccc1)NCC(=O)OCc1cccc([N+](=O)[O-])c1,-30,5,2,8,8,-4,0.3,2,-6,4,6
Cc1ccc(C(=O)C2CCN(CC(=O)NC3CCCC3)CC2)cc1,-7,18,-9,22,12,-17,0.4,7,-3,0,2
COC1=Cc2c(ccc3ccc(=O)oc23)OC1(C)C,4,4,-4,-1,-1,-1,4.1,13,-6,1,-6
O=C(NCC(=O)N1CCN(c2ccccc2F)CC1)c1ccc(Br)o1,-22,-1,-7,0,0,-6,0.0,0,-7,4,-27
COc1ccc(-n2ccc(=O)c(C(=O)O)n2)c(OC)c1,-32,13,5,-4,-2,2,-0.4,-7,-1,0,6
COc1ccc2oc(C(=O)OCC(=O)N(Cc3ccccc3)C(C)(C)C)c(C)c2c1,-24,2,-2,16,12,4,0.2,2,.,5,4
CC(=O)Nc1ccc(S(=O)(=O)NCC2CCC(C(=O)NCCC(C)C)CC2)cc1 (configuration not stated),5,-4,-6,19,6,1,4.6,-5,.,-1,6
CCOC(=O)C(CC)(CCC(=O)O)c1csc(N)n1 (configuration not stated),8,2,8,5,2,2,8.1,1,-5,4,13
O=C(C1CCC(CNS(=O)(=O)c2cccc3cccnc23)CC1)N1CCCC1 (configuration not stated),-12,-8,2,2,7,1,4.4,8,-3,3,-1
C=CCS/C(=N\n1cnc2ccccc2c1=O)N1CCCCC1,-63,-46,4,-83,-5,3,0.2,-25,-5,-1,-132
CN(CC(=O)Nc1ccccc1Cl)C(=O)c1cccc(S(=O)(=O)N2CCN(c3ccc(F)cc3)CC2)c1,94*,88*,-17,23,-1,-1,-0.1,27,-10,-2,18
Nc1c(Cl)cc(Cl)cc1C(=O)OCC(=O)NC1CC1,14,-3,-3,-2,0,5,-0.9,-9,.,-1,0
CN(C)S(=O)(=O)c1cccc(-c2nnc(SCCNCCO)n2-c2ccc(F)cc2)c1,1,-18,4,-7,5,-11,-0.2,-3,-7,-3,-20
CC(C)(C)Nc1cccccc1=O,8,-9,10,4,-3,1,-1.3,8,0,-1,9
CCOc1ccccc1NC(=O)NCc1ccccn1,-9,-6,-1,-22,3,6,0.2,-1,-7,1,11
COc1ccc(S(=O)(=O)N2CCC(O)(c3ccc(Cl)cc3)CC2)cc1OC,-9,-15,0,-1,-10,-7,-0.6,9,0,-3,16
CC(=O)Nc1cc(-c2ccc(C(=O)N3CCOCC3)cc2)cn2c(-c3ccc(S(C)(=O)=O)cc3)cnc12,-2,-6,8,19,-3,-3,-2.0,.,-10,.,12
O=C(Nc1nnc([C@@H]2C[C@H](O)[C@@H](CO)O2)s1)c1cccc(Cl)c1,-7,4,5,-13,22,3,-0.8,.,-5,.,-20
COc1cc(/C=N/NC(=O)c2cc(-c3cccs3)nc3ccccc23)ccc1O,-37,-27,4,-30,-3,-8,0.9,-15,-16,2,-41
Cc1ccc2nc(-c3ccc(NC(=O)CSCC(=O)O)cc3)sc2c1,-202,.,-7,-334,1,1,-0.3,-104,-2,1,-339
O=C(CN1CCCCCCC1)NC(=O)NC1CCCCC1,2,-13,3,-75,1,1,-1.2,-22,-6,1,-67
Cc1cccc(N2CC(C(=O)O)CC2=O)c1 (configuration not stated),12,6,1,2,8,-3,-0.1,3,-4,0,-2
CC(c1ccccc1)C1C(C#N)=C(N)SC(N)=C1C#N (configuration not stated),-15,2,12,-3,2,0,-2.6,5,-5,-2,7
COC(=O)NC(NC(=S)Nc1ccccc1OC)C(Cl)(Cl)Cl (configuration not stated),-16,-14,-4,1,9,-1,-1.5,7,-5,-1,21
Cc1ccc(Cn2c(SCC(=O)N3CC(=O)Nc4ccccc43)nc3ccccc3c2=O)cc1,7,1,7,20,-2,-1,3.6,5,-6,-2,-9
CCCCN(C(=O)CSc1nc(CCC)cc(=O)[nH]1)c1c(N)n(Cc2ccccc2)c(=O)[nH]c1=O,18,56,3,6,-3,1,1.0,-5,-5,.,11
CCOC1(OCC)N=C(N)C2(C#N)C(c3cccc(C)c3)C12C#N (configuration not stated),-21,8,10,-5,0,-2,1.0,-5,-4,1,16
COc1ccc(CCN=C(C)C2=C(O)C(c3ccccc3)OC2=O)cc1OC (configuration not stated),-24,7,4,16,0,-1,0.0,-2,3,-1,16
O=C(NC1CCCCC1)C(c1cccs1)N(CCCN1CCOCC1)C(=O)c1ccc(-c2ccccc2)[nH]1 (configuration not stated),-13,-14,12,-30,4,-9,-2.0,-44,8,2,-56
Cc1cc(C)cc(C(=O)N2CCC(CCC(=O)NC3CC3)CC2)c1,6,-7,-1,-1,-7,-5,0.1,2,-11,0,16
CN1CCOCCOCCOCCN(C)C1=S,-6,-11,0,7,-5,2,0.0,-5,0,3,7
CCN(c1ccccc1)S(=O)(=O)c1ccc(C(=O)N(C)Cc2cccs2)cc1,25,25,-1,15,0,-4,1.9,.,-18,.,5
O=C(CCN1C(=O)S/C(=C\c2ccccc2)C1=O)NC1CCS(=O)(=O)C1 (configuration not stated),-8,5,-4,-19,-6,4,0.1,-7,-4,2,-43
Cn1c(SCc2ccccc2)nnc1-c1cccs1,-75,-46,-1,-186,3,5,-0.2,-77,.,1,-212
CCN(CC)C(=O)c1cc2cc([N+](=O)[O-])ccc2s1,-16,8,1,4,4,3,1.3,-21,-5,1,-4

# Whole records as entered above:
# Cc1cc(N2CCOCC2)nc2ccc(NC(=O)CCC(=O)N3CCN(c4ccccc4)CC3)cc12 is entered as NR2E3 ag-1: -18; Shn3 inh set2: -33; H9c2 protect: 8; Peg3 prom inh: -146; PDI turbidity: 11; m5-HT2A agonist: -1; iPSC survival up: -0.6; MITF TRPM1 inh: -85; CaV13 ICDI inh: -3; NR2E3 ag-2: -2; HIF-2a inh: -113
# Cc1noc(C)c1C(=O)Nc1ccc(-c2nnc3n2CCCCC3)cc1 is entered as NR2E3 ag-1: -11; Shn3 inh set2: 13; H9c2 protect: 6; Peg3 prom inh: -9; PDI turbidity: 5; m5-HT2A agonist: -9; iPSC survival up: -0.5; MITF TRPM1 inh: .; CaV13 ICDI inh: -2; NR2E3 ag-2: 5; HIF-2a inh: 7

# High-throughput results from PubChem.

# Rows were taken by chance; about 3.9% have a hit in one of these screens.
